Compound activity as filed in PubChem BioAssay.
CD40 NFkB inh: CD40 pathway inhibition in BL2 cells; BL2 NF-kB luciferase reporter, CD40L-induced, 4 h; inhibition, % at 10 µM; 83,000 tested, 0.94% active; AID 1053188;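 active means mean inhibition of at least 50% with a set share of replicates also reaching that level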;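 further: 0% = neutral control wells and 100% = IKK inhibitor VII at 50 µM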
* hit, by the source's call; [ ] = another dose, or the depositor's remark. An excerpt (hit frequency here may not be typical).

The opening two compounds as a preview:
SMILES | CD40 NFkB inh
CCCc1cc(=O)[nH]c(SCC(=O)Nc2sc3c(c2C(N)=O)CCCC3)n1 | 5
C[C@@H]1CN([C@H](C)CO)C(=O)Cc2cc(NS(C)(=O)=O)ccc2O[C@@H]1CN(C)Cc1ccc(C(=O)O)cc1 | -1

Main list, repeating the preview:
SMILES | CD40 NFkB inh
CCCc1cc(=O)[nH]c(SCC(=O)Nc2sc3c(c2C(N)=O)CCCC3)n1 | 5
C[C@@H]1CN([C@H](C)CO)C(=O)Cc2cc(NS(C)(=O)=O)ccc2O[C@@H]1CN(C)Cc1ccc(C(=O)O)cc1 | -1
COc1ccc(S(=O)(=O)N(C)C[C@H]2Oc3c(NC(=O)Nc4c(C)noc4C)cccc3C(=O)N([C@H](C)CO)C[C@@H]2C)cc1 | 13[25 µM]
CCCNC(=O)N1CC(=O)N2[C@H](C1)[C@@H](c1ccc(C#Cc3cccc(OC)c3)cc1)[C@@H]2CO | 36[25 µM]
Cc1ccc(S(=O)(=O)N2CCCCC2)cc1C(=O)NCCCN1CCOCC1 | 4
CCCn1nnnc1NCc1ccccc1OCc1ccc(F)cc1 | 9
COc1ccc(C(=O)NCc2ccc(C)cc2)cc1S(=O)(=O)N1CCCC1 | 2
CN1CCCC(C#CC(O)(c2ccccc2)c2ccccc2)C1 (configuration not stated) | 9
CC(C)NS(=O)(=O)c1ccc(OCC(=O)Nc2ccc(F)cc2F)cc1 | 5
COc1ccc(-c2ccc(NC(=O)c3ccco3)cc2)nn1 | 82*
Cn1cc(CNC(=O)Nc2ccc3c(c2)OCO3)cn1 | -31
O=C(Cc1ccccc1)N1CCN(C(=O)c2cccs2)CC1 | 7
CC(=O)c1ccc(NC(=O)Nc2ccc3c(c2)nc(C)n3C)cc1 | -60
C[C@@H](NC(=O)/C(C#N)=C\c1ccc(O)c(O)c1)c1ccccc1 | -6[25 µM]
COc1ccc(C2=NN(C)C(=NCc3ccccc3)SC2)cc1 | -32
CCOC(=O)NC1(NC(C)C)Oc2ccccc2O1 | 15
CC(C)CN1CC(C)C(=O)N(c2ccccc2)C1=S (configuration not stated) | 1
COCC(=O)N1C[C@H]2[C@@H](c3ccccc31)[C@H](CO)N2C(=O)C1CCCCC1 | 1
COc1ccc(S(=O)(=O)N2CCCC2)cc1C(=O)N1CCCCC1 | 4
COC(=O)c1cc(=O)c2cccc(OC)c2[nH]1 | 6
CC(=O)NC[C@H]1[C@@H](c2ccc(-c3cccc(F)c3)cc2)[C@@H](CO)N1C(=O)C1CC1 | 14[25 µM]
O=S1(=O)CC(N2CCCCC2)C1CN1CCCCC1 (configuration not stated) | -1
CCc1ccc(CNC(=O)CCn2nc(C)c3c(C)n(-c4ccccc4)nc3c2=O)cc1 | -15
C[C@H](CO)N1C[C@H](C)[C@H](CN(C)C(=O)Cc2ccccn2)Oc2ncc(-c3cccc(C(=O)N(C)C)c3)cc2C1=O | -10[25 µM]
CC(=O)Nc1ccc(S(=O)(=O)N(Cc2ccco2)CC2CCCO2)cc1 (configuration not stated) | 6
CCOC(=O)c1nn(-c2ccc(F)cc2)c(=O)cc1OCC(=O)Nc1ccc(F)c(F)c1 | 26
COC(=O)N/N=C/c1cccs1 | -3
O=C(Nc1cccc(S(=O)(=O)N2CCOCC2)c1)c1ccccn1 | -1
CCCCn1c(CCNC(=O)CCC)nc2ccccc21 | -1
c1csc(-c2ccn[nH]2)c1 | 6

In another format: entries from further up.
SMILES,CD40 NFkB inh
CCc1ccc(CNC(=O)CCn2nc(C)c3c(C)n(-c4ccccc4)nc3c2=O)cc1,-15
C[C@H](CO)N1C[C@H](C)[C@H](CN(C)C(=O)Cc2ccccn2)Oc2ncc(-c3cccc(C(=O)N(C)C)c3)cc2C1=O,-10[25 µM]
CC(=O)Nc1ccc(S(=O)(=O)N(Cc2ccco2)CC2CCCO2)cc1 (configuration not stated),6
CCOC(=O)c1nn(-c2ccc(F)cc2)c(=O)cc1OCC(=O)Nc1ccc(F)c(F)c1,26
COC(=O)N/N=C/c1cccs1,-3

Next part
SMILES | CD40 NFkB inh
O=C(NCC(c1ccco1)N1CCc2ccccc2C1)c1ccccc1Br (configuration not stated) | 1
O=C(Nc1nnc(SCc2ccccc2)s1)C1=COCCO1 | -29
COc1ccccc1C(=O)NC(=O)COC(=O)CCOc1ccc(C)cc1 | 26
CCN(CC(=O)NCc1ccc(F)cc1)C(=O)/C=C/c1ccco1 | -2
CC(=O)c1cccc(CN2CCCC(C(=O)c3ccc4c(c3)OCO4)C2)c1 (configuration not stated) | -2
Cc1ccccc1OCC(=O)OCC(=O)Nc1ccc2c(c1)OCO2 | 0
CN(CCc1ccccn1)C(=O)CC1C(=O)NCCN1Cc1cccc(F)c1 (configuration not stated) | -1
Nc1nc(N)c2cc(S(=O)(=O)c3ccc4ccccc4c3)ccc2n1 | -7
CCOc1ccc(NC(=O)NNC(=O)c2ccc(Cl)cc2Cl)cc1 | 10
CC1CCN(C(=O)CNC(=O)c2cccc(OC(F)F)c2)CC1 | -10
CC(=O)Oc1ccccc1C1=NN(C(C)=O)C(c2ccccc2)C1 (configuration not stated) | -2
COc1ccc2c(c1)c(=Cc1ccc(N(C)C)cc1)c1cc(-c3ccccc3)[n+](C)n12 | 104*
N#C[C@H]1[C@H](c2ccc(-c3ccccc3)cc2)[C@H](CO)N1C(=O)Cc1ccncc1 | 10
COc1ccccc1C(=O)OCC(=O)Nc1cccc(S(=O)(=O)NC2=NCCCCC2)c1 | 3
COc1ccc(-c2csc(Cc3nnc(N4CCOCC4)n3-c3ccccc3)n2)cc1 | 15
N#Cc1ccc(-c2ccc([C@H]3[C@H](CO)N4C(=O)CNC[C@@H]34)cc2)cc1 | -7[25 µM]
CC(C)c1cn(CC[C@@H]2CC[C@H](NS(=O)(=O)c3ccc(F)cc3)[C@@H](CO)O2)nn1 | 2[25 µM]
CN(C)C(=O)c1ccc(-c2ccccc2[C@@H]2[C@H](C#N)N(C(=O)C3CCC3)[C@H]2CO)cc1 | -14[25 µM]
NC(Cc1ccc(F)cc1)c1csc(Nc2nncc3ccccc23)n1 (configuration not stated) | 38
CC(NC(=O)c1ccc(OC2CCN(Cc3ccccn3)CC2)cc1)c1nccs1 (configuration not stated) | -2
Cc1ccc(C(=O)OCC(=O)N2CCC(C)CC2)cc1S(=O)(=O)N1CCCCC1 | 5
O=C(COC(=O)CN1C(=O)NC2(CCCC2)C1=O)NCc1ccc(Cl)cc1Cl | 6
O=C(c1cccc(F)c1)N1CC[C@@H]2[C@@H](CO)Nc3ccc(-c4ccccc4)cc3[C@@H]21 | -1
O=C(C1CCOCC1)N1C[C@@H]2[C@H](c3ccccc31)[C@@H](CO)N2C(=O)Cc1ccccn1 | 0[25 µM]
Cc1cnc(C(=O)OCC(=O)NC(C)c2ccccc2)cn1 (configuration not stated) | -12
C[C@H](CO)N1C[C@H](C)[C@@H](CN(C)Cc2ccc3c(c2)OCCO3)OCc2cnnn2CCCC1=O | -7
O=S(=O)(NCC1CCCO1)c1cccc2nsnc12 (configuration not stated) | 11
O=C(NN=Cc1ccccc1)c1ccccc1 | -12
Cc1cc(C)nc(N2CCCC(C(=O)NCc3ccccc3F)C2)n1 (configuration not stated) | 18
COc1cc(CNc2nnnn2C)ccc1OCc1c(F)cccc1Cl | 7

Shown tab-delimited: entries from further up
structure	CD40 NFkB inh
CC(C)c1cn(CC[C@@H]2CC[C@H](NS(=O)(=O)c3ccc(F)cc3)[C@@H](CO)O2)nn1	2[25 µM]
CN(C)C(=O)c1ccc(-c2ccccc2[C@@H]2[C@H](C#N)N(C(=O)C3CCC3)[C@H]2CO)cc1	-14[25 µM]

Following part
SMILES | CD40 NFkB inh
Cc1csc(SCC(=O)Nc2ccc(C)c(S(=O)(=O)N(C)C)c2)n1 | 11
COc1ccc(-n2c(=O)c(CCC(=O)N3CCN(c4cccc(OC)c4)CC3)nc3ccccc32)cc1 | -4
O=C(c1ccco1)N1CCN(S(=O)(=O)c2cccc3nsnc23)CC1 | -4
CC12CN(S(=O)(=O)c3ccccc3)CC(C)(CN(S(=O)(=O)c3ccccc3)C1)C2 | -4
CCOC(=O)C1(C)CCCCCN1C(=O)c1ccc(C(F)(F)F)nc1C (configuration not stated) | 11
COC(=O)NCC12CC3CC(C1)CC(CNC(=O)OC)(C3)C2 | 15
C/C(=N\NC(=O)c1c(Cl)c(C)nn1C)c1ccc(NC(=O)c2ccncc2)cc1 | 0
CCOc1ccc2nc(NC(NC(C)=O)(C(=O)OC)C(F)(F)F)sc2c1 (configuration not stated) | -6
O=C(Cn1cnc2c(cnn2-c2ccc(F)cc2)c1=O)N1CCN(c2ccccc2F)CC1 | 20
O=C(c1ccc2c(c1)OCO2)N1CCN=C1SCc1cccnc1 | 3
O=C(CN1CCOCC1)NCC12CC3CC(CC(C3)C1)C2 | -11
CCCCC(=O)Nc1sc2c(c1C#N)CC(C)(C)OC2 | -36
O=S(=O)(Nc1ccc(-c2cn3ccccc3n2)cc1)c1ccccc1 | -24
COc1ccc2c(c1)c1ncn(Cc3ccccn3)c(=O)c1n2C | 56*
CCOC(=O)Cn1cncc1-c1ccc([N+](=O)[O-])cc1 | -92
CN1C(=O)c2cc(NC(=O)c3ccc4c(c3)OCO4)ccc2OC[C@@H]2O[C@H](CC(=O)O)CC[C@@H]21 | 3[25 µM]
O=S(=O)(Nc1ncccn1)c1ccc(Nc2ncnc3ccccc23)cc1 | 2
Cc1nc2cncc(Br)c2n1C | 2
O=C(COC(=O)CNC(=O)c1ccccc1)NC(=O)NC1CCCCC1 | 2
CC(C)CC#Cc1ccc([C@@H]2[C@@H](CO)N3C(=O)CN(C(=O)c4ccccn4)C[C@@H]23)cc1 | -3[25 µM]
COc1ccc(CCNC(=O)Nc2nc(C(N)C3CCCCC3)cs2)cc1OC (configuration not stated) | -5
CC(=O)c1ccc(Oc2nc3c(c(=O)n(C)c(=O)n3C)n2C)cc1 | 9
O=C(NN=Cc1ccc2c(c1)CCC2)c1ccccc1O | -65
CC(=O)Nc1cc(C(=O)N2CCc3ccccc3C2)ccc1Sc1ccc(F)cc1 | 7
COCCNc1nc2nonc2nc1NC(C)c1ccccc1Cl (configuration not stated) | 4
CCC(=O)N1C[C@H]2[C@@H](c3ccccc31)[C@@H](CO)N2C(=O)CC1CC1 | 8[25 µM]
O=C(C[C@H]1CC[C@H]2[C@@H](COC[C@@H](O)CN2C(=O)Nc2ccc(Cl)cc2)O1)NCC1CCCCC1 | 6[25 µM]
CCC(C)C(=O)Nc1nc2ccc(OC)cc2s1 (configuration not stated) | 22
CCCc1cn(CC[C@H]2CC[C@H](NC(=O)C3CCCC3)[C@@H](CO)O2)nn1 | -10
CN(C)CCn1c(N)nc2ccccc21 | 5

Exported as tab-separated lines: two of the compounds above
compound	CD40 NFkB inh
COc1ccc(CCNC(=O)Nc2nc(C(N)C3CCCCC3)cs2)cc1OC (configuration not stated)	-5
CC(=O)c1ccc(Oc2nc3c(c(=O)n(C)c(=O)n3C)n2C)cc1	9

(list continues)
SMILES | CD40 NFkB inh
CCN1CCN(C(=O)C2CCCN(S(=O)(=O)c3cccc4nsnc34)C2)CC1 (configuration not stated) | 7
C[C@H]1CN([C@@H](C)CO)C(=O)CCCn2cc(nn2)CO[C@H]1CN(C)C(=O)Nc1ccc2c(c1)OCCO2 | -48
C[C@H]1CCCCO[C@H](CN(C)CC2CCCCC2)[C@@H](C)CN([C@@H](C)CO)C(=O)c2cc(NS(C)(=O)=O)ccc2O1 | 5[25 µM]
CCc1cnc(N2[C@@H](C#N)[C@@H](c3ccc(C#CC(C)C)cc3)[C@@H]2CO)s1 | 25[25 µM]
CCN(CC(=O)NC1CCS(=O)(=O)C1)C(=O)/C=C/c1cccs1 (configuration not stated) | 3
COc1ccc(C(=O)O/N=C2\C(=O)N(C)c3ccccc32)cc1 | 60*
Cc1cc(C=O)c(C)c2c1[nH]c1ccccc12 | 10
COc1ccc(-c2nc3n(n2)C(=O)CC(c2ccco2)S3)cc1 (configuration not stated) | -20
CC=Cc1ccc2n(c1=O)C[C@H]1[C@H](CO)[C@@H](C(=O)NC3CCCC3)[C@@H]2N1C(=O)c1cnccn1 (mixture of isomers) | -1[25 µM]
N#Cc1cccc(-c2ccc(C3[C@H]4CNC[C@@H]3N4Cc3cncnc3)cc2)c1 (some centres not stated) | -8[25 µM]
CC(C)(C)S(=O)N1Cc2cc(C(=O)N3CCN(Cc4ccccc4)CC3)nc(-c3cccc(-c4cc5ccccc5o4)c3)c2[C@H]1CCO (some centres not stated) | -36[25 µM]
COC(=O)c1cc(C)nc(N)c1C#N | 8
O=C(CCCC(=O)Nc1cccnc1)Nc1cccnc1 | -7
COc1ccc(-c2ccccc2[C@H]2[C@@H](CO)N(C(=O)C3CCCCC3)[C@H]2C#N)cc1 | 16[25 µM]
CN1C(=O)Cc2cc(S(=O)(=O)NCCc3ccccc3)ccc21 | 8
COc1ccc(-c2ccc(CO)o2)cc1N | -13
C[C@@H]1CCCCO[C@@H](CN(C)Cc2ccncc2)[C@@H](C)CN([C@@H](C)CO)C(=O)c2cc(NS(=O)(=O)c3ccc(Cl)cc3)ccc2O1 | 9[25 µM]
N#C[C@@H]1[C@H](c2ccccc2C2=CCCCC2)[C@H](CO)N1S(=O)(=O)c1ccccc1 | 18[25 µM]
Cc1ccc(/C=N/NC(=S)NCCc2ccccc2)s1 | -22
CN(Cc1ccccc1)C(=O)c1cccc(C(=O)N(C)Cc2ccccc2)c1 | 3
O=C(O)c1cccc(CSc2n[nH]c(-c3ccc(Cl)cc3Cl)n2)c1 | -5
CC(=O)N1CC2(C1)[C@H](c1ccc(-c3ccc(F)cc3)cc1)[C@@H](CO)N2CC1CC1 | 1[25 µM]
CCOc1ccc(NC(=O)COC(=O)c2n[nH]c3ccccc23)cc1 | -45
